From PubChem
KCNQ2 inh – KCNQ2 potassium channel inhibitors, primary screen, cell-based, CHO-K1, FluxOR thallium flux, B-score (AID 2156); 20 min; hits give low values; 310,000 compounds, 1.1% hits; O88943; B-score at 10 µM;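 active means fluorescence ratio B-score at most minus 3 library SDs, with starting brightness B-score within 2 library SDs, cut at about -5.5 in these data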
Target sequence (O88943 whole entry, looked up): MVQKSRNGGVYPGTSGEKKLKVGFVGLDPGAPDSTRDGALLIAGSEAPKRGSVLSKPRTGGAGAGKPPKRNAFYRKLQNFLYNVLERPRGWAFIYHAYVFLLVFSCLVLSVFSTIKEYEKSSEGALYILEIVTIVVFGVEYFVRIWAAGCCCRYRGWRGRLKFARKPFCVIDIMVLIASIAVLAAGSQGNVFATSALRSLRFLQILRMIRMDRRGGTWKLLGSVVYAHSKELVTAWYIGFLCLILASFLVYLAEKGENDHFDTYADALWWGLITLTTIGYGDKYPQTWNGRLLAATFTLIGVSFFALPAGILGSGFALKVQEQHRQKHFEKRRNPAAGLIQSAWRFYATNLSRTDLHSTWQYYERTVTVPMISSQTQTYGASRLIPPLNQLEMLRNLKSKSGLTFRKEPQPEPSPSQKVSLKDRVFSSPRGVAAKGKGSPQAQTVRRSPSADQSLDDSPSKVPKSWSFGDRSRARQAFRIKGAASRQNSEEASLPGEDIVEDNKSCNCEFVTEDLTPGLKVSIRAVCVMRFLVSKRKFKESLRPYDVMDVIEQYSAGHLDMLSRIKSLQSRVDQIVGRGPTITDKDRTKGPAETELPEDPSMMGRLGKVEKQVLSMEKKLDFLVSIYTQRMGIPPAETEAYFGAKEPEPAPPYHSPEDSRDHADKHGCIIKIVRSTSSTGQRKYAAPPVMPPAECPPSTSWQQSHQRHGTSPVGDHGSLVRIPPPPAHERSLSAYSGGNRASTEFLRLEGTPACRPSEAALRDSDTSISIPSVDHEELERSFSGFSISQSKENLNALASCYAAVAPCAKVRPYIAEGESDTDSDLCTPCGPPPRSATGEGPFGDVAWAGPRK
CHT inh – human CHT choline transport inhibition. CHT-expressing cells, membrane potential dye, choline response; hits give low values. AID 488975. Q9GZV3. 310,000 compounds, 0.86% hits. B-score at 10 µM;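 active means B-score over 3 SD under the library average, and starting fluorescence ratio not unusually high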;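 further: choline stimulus applied at its EC90 after an EC20 pre-addition; B-score computed on integrated fluorescence ratio after choline addition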
* = called active by the depositor; i = inactive; / = no result given. Compounds as they come (roughly 1.9% active in at least one column).

KCNQ2 inh | CHT inh | SMILES
i | i | C/C(=N\OCC(=O)O)c1ccc(Cl)cc1
i | i | CCn1cc(C(=O)NC2CCCCC2)c(=O)c2ccc(C)nc21
i | / | Cc1ccc(-c2nnn(CC(=O)N(CC(=O)NC3CCCCC3)c3cccc(F)c3)n2)o1
i | -5.2* | OC(CNC1Cc2ccccc2C1)c1ccccc1 (stereo unspecified)
i | i | Cc1ccc(CNS(=O)(=O)c2ccc3c(c2)NC(=O)C(C)S3)cc1 (stereo unspecified)
i | i | CCOc1ccc(-n2c(C)c(C(=O)O)c3cc(OC)ccc32)cc1
i | i | CC(=O)C1=NN(c2ccccc2)C(c2cccs2)N1c1ccc(N(C)C)cc1 (stereo unspecified)
i | i | Cc1c(CCOC(=O)C23CC4CC(CC(C4)C2)C3)sc[n+]1Cc1ccccc1
i | i | CCOCCCNC(=O)C1CCN(C(=O)Nc2ccc(C)cc2)CC1
i | i | COc1cccc(N(C(=O)c2snc(C(N)=O)c2N)C(C(=O)NCC2CCCO2)c2ccc3ncccc3c2)c1 (stereo unspecified)
i | i | COc1ccc(C(C(=O)NC2CCCC2)N(CCO)C(=O)Cn2nnc(-c3ccc(C)o3)n2)cc1OC (stereo unspecified)
/ | i | COc1ccc(-c2cc(C(=O)n3cnc4ccccc43)c3ccccc3n2)cc1
i | i | O=C(NCc1ccccc1)C1CC2CCCC(C1)C2=O (stereo unspecified)
i | i | O=C1c2ccccc2C(Nc2ccc3c(c2)OCCO3)N1Cc1ccco1 (stereo unspecified)
i | i | Cc1c(NC(C)c2cc(Cl)ccc2O)c(=O)n(-c2ccccc2)n1C (stereo unspecified)
i | i | O=C1N(Cc2ccccc2)c2ccc(Cl)cc2C12OCCO2
i | i | O=c1[nH]c(SCc2cccc(F)c2)nc2c1CCCC2
i | i | CCCNC(=S)N1CCN(Cc2ccc3c(c2)OCO3)CC1
i | i | COc1ccc(S(=O)(=O)N2CCN(c3ccccc3)CC2)cc1C(=O)N1CCCC1
i | i | CCCn1nnnc1NCc1ccc(OC)cc1OC

(cont.)
KCNQ2 inh | CHT inh | SMILES
i | i | O=C(NCC(c1cccs1)N1CCc2ccccc21)c1ccccc1 (stereo unspecified)
i | i | N[C@@H](Cc1ccccc1)C(=O)N1CCC(C(=O)NCC(=O)Nc2ccc(F)cc2)CC1
i | i | COc1cc(CN2CCN(CCc3ccccc3)C(CCO)C2)cc(OC)c1 (stereo unspecified)
i | i | CCN1CCN(C(=O)c2ccc(OC3CCN(CCc4ccccc4)CC3)cc2)[C@@H](C)C1=O
i | i | Cc1sc2ncnc(N3CCC(C(=O)Nc4cc(Cl)ccc4Cl)CC3)c2c1C
i | i | COC(=O)c1cc(OC)c(OC)cc1NC(=O)Cc1cccs1
/ | i | Cn1c(=O)[nH]c(=O)c2c1nc(Br)n2CC(O)c1ccccc1 (stereo unspecified)
i | i | CCCc1nc(SCC(=O)N2CCN(c3ccccc3)CC2)c2c(=O)n(C)c(=O)n(C)c2n1
i | i | CCOC(=O)Cc1c(C)c2c(O)cc(O)cc2oc1=O
i | i | CC1(C)C2CCC1(CS(=O)(=O)Nc1ccccc1)C(=O)C2 (stereo unspecified)
i | i | O=C(Nc1cc(Cl)ccc1O)c1cc2n(n1)C(C(F)(F)F)CC(c1ccc3c(c1)OCO3)N2 (stereo unspecified)
i | i | Cn1c(=O)c2c(O)c(Cc3ccccc3)c(=O)n(C)c2n(C)c1=O
i | i | Cc1ccnc(NC(=O)CNC(=O)c2ccc(Br)o2)c1
i | i | CNc1c([N+](=O)[O-])cnn1-c1ccc(C)cc1
i | i | CCOc1ccc(C2NC(=O)Cc3cc(OC)c(OC)cc32)cc1 (stereo unspecified)
i | i | O=C(CSc1n[nH]c(-c2ccccc2)n1)NCc1cccc(C(=O)O)c1
i | i | COc1ccc(CNC(=O)C/C(C)=N/NC(=O)COc2ccc(C)cc2Br)cc1
i | i | Cn1c(=O)c2ncn(CC(=O)Nc3cc(C(F)(F)F)ccc3N3CCOCC3)c2n(C)c1=O
i | i | CCCCCN=C(C)c1c(O)c2ccccc2oc1=O
i | i | CCOc1ccc2nc(NC3=NC(c4ccc(OC)cc4)CC(=O)N3)nc(C)c2c1 (stereo unspecified)

Record cards, as listed above. Values in the order: KCNQ2 inh	CHT inh
CCCc1nc(SCC(=O)N2CCN(c3ccccc3)CC2)c2c(=O)n(C)c(=O)n(C)c2n1 reads i	i
Cn1c(=O)c2ncn(CC(=O)Nc3cc(C(F)(F)F)ccc3N3CCOCC3)c2n(C)c1=O reads i	i
O=C(NCC(c1cccs1)N1CCc2ccccc21)c1ccccc1 (stereo unspecified) reads i	i
CNc1c([N+](=O)[O-])cnn1-c1ccc(C)cc1 reads i	i

Next part
KCNQ2 inh | CHT inh | SMILES
i | i | CC(NC(=O)c1cc(-c2ccccc2)nc2ccccc12)C1CCCO1 (stereo unspecified)
i | i | COc1ccc(NC(=O)CN(c2ccc(Cl)cc2)S(C)(=O)=O)cc1OC
i | i | Cc1ccc(C(=O)NNc2ncnc3ccccc23)cc1
i | i | CSCC[C@H](NC(=O)Nc1ccc(C)cc1)C(=O)O
i | i | Cc1ccc(C(=O)N2CCN(S(=O)(=O)N3CCCCC3)CC2)cc1
i | i | Cc1ccc(S(=O)(=O)NCCCC(=O)O)cc1
i | i | Cc1cccc(Nc2nc(OCC#N)nc(N(C)C)n2)c1
i | i | Cc1csc(Nc2ccc(Cl)cc2)n1
i | i | FC(F)(F)c1cccc(NC(=S)N2CCN(c3cccc(C(F)(F)F)c3)CC2)c1
i | i | CCC(=O)NCc1ccc2[nH]c(C)cc2c1
i | i | COCCCNc1oc(-c2cccs2)nc1S(=O)(=O)c1ccc(C)cc1
i | i | COC(=O)c1ccc(N=CC2=C(O)CC(c3ccccc3)CC2=O)cc1 (stereo unspecified)
i | i | O=c1c(Cl)c(N2CCN(S(=O)(=O)c3ccccc3)CC2)cnn1-c1ccccc1
i | i | CCOc1ccc(NC(=S)NC(=O)/C=C/c2ccc(OC)c(OC)c2)c([N+](=O)[O-])c1
i | i | O=C(CN1CCN(c2ccccc2F)CC1)c1ccc2c(c1)OCO2
i | i | COc1ccc(S(=O)(=O)NCCC(=O)NC2CCCCCCC2)cc1
i | i | Cc1cccc(NC(=O)c2cccc(S(=O)(=O)N3CCc4ccccc4C3)c2)n1
i | i | CC(=O)c1ccc(OCCCC(=O)NCCc2ccc(C(F)(F)F)cc2)cc1
i | i | CCc1ccc(CNC(=O)C2CCCN(c3nn4c(=O)cc(C)nc4s3)C2)cc1 (stereo unspecified)
i | i | N#CN/C(=N\S(=O)(=O)c1ccccc1)c1ccccc1

Pulled by structure from the list above (two):
KCNQ2 inh | CHT inh | SMILES
i | i | CC(NC(=O)c1cc(-c2ccccc2)nc2ccccc12)C1CCCO1 (stereo unspecified)
i | i | COc1ccc(NC(=O)CN(c2ccc(Cl)cc2)S(C)(=O)=O)cc1OC

(cont.)
KCNQ2 inh | CHT inh | SMILES
i | i | O=C(NCC1CCCO1)C1CCC(=O)N1Cc1ccccc1Cl (stereo unspecified)
i | i | COc1ccc(C(=O)NC2CC3CCCC(C2)N3Cc2ccccc2)cc1OC (stereo unspecified)
i | i | Cc1nnc(NC(=O)CSc2nccn2Cc2ccccc2)s1
i | i | CCOC(=O)c1ccc(NC(=O)c2nc[nH]c2C(=O)N(CC)CC)cc1
i | i | COc1ccc(C(CC(=O)Nc2ccccn2)N2Cc3ccccc3C2=O)cc1 (stereo unspecified)
i | i | COc1ccc(-n2c(-c3ccc(Br)cc3)c[n+]3c2CCC3)cc1
i | i | CCN(CC)C(=O)CSc1nc2sc(C)c(C)c2c(=O)[nH]1
i | i | ON1C2CCCCC2N(O)C1c1ccccc1C(F)(F)F (stereo unspecified)
i | i | Cn1c(-c2cnn(-c3ccccc3)c2-n2cccc2)n[nH]c1=S
i | i | O=[N+]([O-])c1ccc(/C=N/n2cn[nH]c2=S)cc1
i | i | CC(C)Nc1nnc(SC(C)C(=O)NCc2ccc3c(c2)OCO3)s1 (stereo unspecified)
i | i | CCCCC(=O)N1CC(=O)Nc2ccc(F)cc2C1c1ccc(F)cc1 (stereo unspecified)
i | i | CC(=O)c1sc(Nc2cccc3ccccc23)nc1C
i | i | COc1ccc(C(=O)CCC(=O)NCCc2c[nH]c3ccccc23)cc1OC
i | i | OCCCc1nc2n(n1)C(c1ccccc1Cl)C=C(c1cccs1)N2 (stereo unspecified)
/ | i | Cc1ccc(NC(=O)C2CCCN(S(=O)(=O)c3cnc[nH]3)C2)cc1F (stereo unspecified)
i | i | COc1ccc(C(=O)Nc2cccc(C(C)=O)c2)cc1S(=O)(=O)N1CCOCC1
i | i | Cc1cc(=O)c2ccc(Cl)cc2[nH]1
i | i | Cc1noc(C)c1COc1ccccc1C(=O)N1CCN(S(=O)(=O)c2ccccc2C(F)(F)F)CC1
i | i | CCCC/S(CC1CC1(Cl)Cl)=N\S(=O)(=O)c1ccc(C)cc1 (stereo unspecified)

Later entries:
KCNQ2 inh | CHT inh | SMILES
i | i | O=C(Cc1ccc(Br)cc1)N1CCOCC1
i | i | CC(C)Nc1ccc(C(CC(N)=O)NC(=O)c2ccccc2)cc1[N+](=O)[O-] (stereo unspecified)
i | i | O=c1c2ccccc2nc(/C=C/c2cccc([N+](=O)[O-])c2)n1CCO
i | i | CN(C)S(=O)(=O)c1cccc(COC(=O)CN2C(=O)NC3(CCCC3)C2=O)c1
i | i | CCc1nnc(NC(=O)C(c2ccccc2)c2ccccc2)s1
i | i | O=C(c1cc2nc(-c3ccccc3)cc(C(F)(F)F)n2n1)N1CCOCC1
i | i | Brc1ccccc1OCCCN1CCCCCC1
i | i | CCC(=O)N1CCc2cc(S(=O)(=O)CCC(=O)NCc3ccc(OC)cc3)ccc21
i | i | CC(C)CC[n+]1ccccc1/C=C/c1ccc(N(C)C)cc1
i | i | CC(C(=O)N1CC2(C)CC1CC(C)(C)C2)N1C(=O)c2ccccc2C1=O (stereo unspecified)
i | i | O=C(OCCN=C1NS(=O)(=O)c2ccccc21)c1cccs1
i | -4.9* | O=C(Cn1ncc2c1-c1ccccc1OC2)N(Cc1ccco1)C1CCCCC1
i | i | COCC(=O)N(CCc1ccc(OC)cc1)Cc1nc2ccccc2c(=O)[nH]1
i | i | CN(Cc1cn(C)nc1-c1ccccc1F)CC1CCN(Cc2ccccc2)CC1
i | i | c1coc(CNc2nc3sc4c(c3c3ncnn23)CCCC4)c1
i | i | O=C(Nc1cccc(-c2cccc(Cl)c2)c1)C1CCN(CC2CCOC2)CC1 (stereo unspecified)
i | i | Cc1ccc(S(=O)(=O)N2C(=O)C(c3ccccc3)SC2=Nc2ccccc2)cc1 (stereo unspecified)
i | i | CCC(C)NC(=O)c1ccc2nc(-c3ccc(OC)c(OC)c3)c(-c3ccc(OC)c(OC)c3)nc2c1 (stereo unspecified)
i | i | Cc1cc(C)c(S(=O)(=O)c2ccc(Cl)cc2C)c(Cl)n1
i | i | COCCNC(=S)N1CCN(C(c2ccccc2)c2ccccc2)CC1

No new results follow: an excerpt of the list.
KCNQ2 inh | CHT inh | SMILES
i | i | Cc1ccc(S(=O)(=O)N2C(=O)C(c3ccccc3)SC2=Nc2ccccc2)cc1 (stereo unspecified)
i | i | CCC(C)NC(=O)c1ccc2nc(-c3ccc(OC)c(OC)c3)c(-c3ccc(OC)c(OC)c3)nc2c1 (stereo unspecified)
i | i | Cc1cc(C)c(S(=O)(=O)c2ccc(Cl)cc2C)c(Cl)n1
i | i | COCCNC(=S)N1CCN(C(c2ccccc2)c2ccccc2)CC1

Other compounds
KCNQ2 inh | CHT inh | SMILES
i | i | C#CCCOC(=O)N1C2=NC(C(=O)OC)=C(C(=O)OC)[C@@H]3N(CC=C)c4ccccc4[C@]23C[C@H]1C(=O)OC
i | i | CC(=O)c1cccc(NC(=O)Nc2ccccc2)c1
i | i | Cc1cccc(NS(=O)(=O)c2ccc(C(=O)NCCCN3CCCC3=O)cc2)c1C
i | i | CN1CCN(c2ccc(S(=O)(=O)N3CCCCC3)cc2NC(=O)Cc2ccc(Cl)cc2)CC1
i | i | O=S(=O)(NC1CC1)c1ccc(S(=O)(=O)N2CCCC(c3nc(-c4cccnc4)no3)C2)cc1 (stereo unspecified)
i | i | Cc1ccc(C(c2sc3ncnn3c2O)N2CCCCC2)cc1 (stereo unspecified)
i | i | CC(=O)c1cccc(NC(=S)N2CCN(c3ccccn3)CC2)c1
/ | i | COc1cc(C(O)CO)ccc1O (stereo unspecified)
i | i | CC(Sc1nnc(CNC(=O)c2ccccc2F)n1C)C(=O)Nc1nccs1 (stereo unspecified)
i | i | CCCCn1c(N)c(N(CC)C(=O)c2cccc(S(=O)(=O)N3CCCc4ccccc43)c2)c(=O)[nH]c1=O
i | i | CCCCc1nc2cc(C(=O)NCCc3cnn(C)c3)ccc2o1
i | i | CN(C)C(CNC(=O)Cc1cccc(C(F)(F)F)c1)c1ccccc1 (stereo unspecified)
i | i | O=C(Nc1cccc([N+](=O)[O-])c1)c1[nH]ncc1Cl
i | i | COC/C=C/C1=CC2=CC(=O)C(C)(OC(=O)c3cnc4ccccc4n3)C(=O)C2=CN1C(CO)CO (stereo unspecified)
i | i | N#C/C(=C\c1ccc2c(c1)OCCO2)C(=O)Nc1ccc(C(=O)O)cc1
i | i | CCOc1cccc(/C=N/N2C(=O)CSC2=S)c1O
i | i | COC(=O)c1ccc(NC(=O)CN2CCN(S(=O)(=O)c3ccc(Br)cc3)CC2)cc1
i | i | COc1cc2c(c(OCC(=O)NC(C)C)c1)C(=O)O[C@@H](C)CCCC(=O)CCCCC2
i | i | CC(C)Oc1cccc(C(=O)Nc2ccc(N3CCN(S(C)(=O)=O)CC3)cc2)c1
i | i | Cc1ccc(C(=O)CSc2nc3cccnc3n2C)cc1
i | i | COc1ccc(-n2nnnc2SCC(=O)N2CCCc3ccccc32)cc1OC

CHT inh: entries above that show a hit.
KCNQ2 inh | CHT inh | SMILES
i | -5.2* | OC(CNC1Cc2ccccc2C1)c1ccccc1 (stereo unspecified)
i | -4.9* | O=C(Cn1ncc2c1-c1ccccc1OC2)N(Cc1ccco1)C1CCCCC1
